MEKK2 WT-MEK5 – raises or lowers MEK5 binding to wildtype human MEKK2 PB1 domain | Q9Y2U5 | bead flow cytometry, Alexa488-MEK5 binding to MEKK2 WT; actives lie on both sides | binding response (% of control), % at 10 µM | 290,000 compounds, 1.1% hits; in the data active = binding response below about 67% or above about 130%
GalR3 antag – human GalR3 antagonism | O60755 | HEK293 GalR3-CNG cAMP membrane potential fluorescence; galR3 body fused to GalR1 C-terminus | inhibition, % at 3 µM | 360,000 compounds, 0.44% hits | AID 651719;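 active = inhibition above the screen-wide average plus 3 SD, cut at about 13% in these data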;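 note: forskolin and galanin both at EC90 stimulate the cells; cAMP rise reported by CNG channel membrane potential dye signal; 0% = forskolin plus galanin with DMSO and 100% = forskolin alone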
Target sequence (O60755 1-299 limits assumed): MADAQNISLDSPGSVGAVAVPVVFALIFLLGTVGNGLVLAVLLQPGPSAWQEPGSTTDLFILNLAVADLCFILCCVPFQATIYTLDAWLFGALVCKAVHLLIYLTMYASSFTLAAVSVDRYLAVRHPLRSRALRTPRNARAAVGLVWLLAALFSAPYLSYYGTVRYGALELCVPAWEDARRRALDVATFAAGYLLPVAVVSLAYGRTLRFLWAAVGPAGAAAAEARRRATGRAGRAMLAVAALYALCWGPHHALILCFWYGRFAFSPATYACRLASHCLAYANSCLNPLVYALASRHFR
MEKK3 PB1 HTS – modulators (inhibitors or enhancers) of MEK5 binding to human MEKK3 PB1 domain; Q99759; bead-based flow cytometry, Alexa488-MEK5 binding to MEKK3; actives lie on both sides; 0 = blocked by unlabeled MEK5, 100 = vehicle; binding response (% of control), % at 10 µM; 290,000 compounds, 1.4% hits;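 active = binding response more than 3 SD above or below the average of its plate-row segment, actives on both sides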;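 note: Alexa488 bead fluorescence after subtracting the streptavidin-only scavenger bead signal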
SUMO HTRF inh – inhibitors of human SUMOylation (UBC9) | 290,000 compounds, 0.36% hits | AID 2006 | HTRF SUMOylation assay, SAE1/SAE2 + UBC9, in vitro | inhibition, % at 35 µM | P63279; in the data active = inhibition above about 50%, passing the limit was not always enough; note: strong numbers were not always called active
Target sequence (P63279 whole entry, looked up): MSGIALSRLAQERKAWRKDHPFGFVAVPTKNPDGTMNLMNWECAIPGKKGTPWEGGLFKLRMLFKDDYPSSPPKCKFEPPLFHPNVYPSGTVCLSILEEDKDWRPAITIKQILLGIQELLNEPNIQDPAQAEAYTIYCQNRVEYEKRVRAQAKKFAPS
CRFR2-BP ag – CRF-BP/CRF-R2 complex agonism | 350,000 compounds, 0.46% hits | HEK293 CRF-R2/CRF-BP, calcium dye fluorescence (FLIPR); percent of saturating CRF peptide response | activation, % at 13.2 µM | AID 588473;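 active = activation of at least 50%, plus an integration ratio under a set limit after plate pattern correction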;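 note: plate controls were neutral control wells without compound for no effect and CRF at EC100 for full effect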
NS3 helicase inh – inhibitors of Hepatitis C virus NS3 helicase. 290,000 compounds, 0.56% hits. inhibition, % at 10.9 µM. AID 1800. NS3 helicase DNA unwinding, Cy5 molecular beacon fluorescence;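 active = inhibition above the mean of all tested compounds plus 3 SD, set per campaign, cut at about 35% in these data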;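 note: 0% = DMSO wells and 100% = thioflavine S control wells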
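Compound dosing – single dose, 10.9 µM nominal final, DMSO 0.8% final · System – NS3 helicase fragment of HCV · Buffer or medium – MOPS pH 6.5, MgCl2, DTT, Tween20, BSA · Signal – Cy5 beacon fluorescence read at start and 1 h · Also added – annealed dual-labelled DNA beacon duplex, ATP-started · Schedule – 1 h at 25 °C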
MEKK2mut PB1 HTS – signal of MEK5 binding to mutant human MEKK2 PB1 domain. percent response, % at 10 µM. bead flow cytometry, Alexa488-MEK5 binding to MEKK2 mutant. 290,000 compounds, 0.35% hits; in the data active = percent response above about 24%, passing the limit was not always enough; note: inactives centre near 1; some results filed as inactive read as strong as hits
CRFBP-R2 block – blocks CRF-induced signaling of the CRF-BP/CRF-R2 complex; inhibition, % at 11.8 µM; 350,000 compounds, 0.59% hits; HEK293 CRF-R2/CRF-BP, CRF-induced calcium fluorescence; AID 588475;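 active = inhibition of the ligand-induced calcium signal above about 50% at the single tested concentration, limit read from the data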
DNA FID counter – fluorescent intercalator displacement, NS3 helicase counter-screen. 290,000 compounds, 0.17% hits. AID 1845. inhibition, % at 7.9 µM. DNA fluorescent intercalator displacement, fluorescence; in the data active = inhibition above about 37%;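 note: 0% = vehicle and 100% = reference compound; higher means more ethidium bromide displaced from hairpin DNA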
* hit, by the source's call; . = no result given; [ ] = another dose, or the depositor's remark. This is a subset. The share of hits here may be higher or lower than overall.

Keys: A = MEKK2 WT-MEK5; B = GalR3 antag; C = MEKK3 PB1 HTS; D = SUMO HTRF inh; E = CRFR2-BP ag; F = NS3 helicase inh; G = MEKK2mut PB1 HTS; H = CRFBP-R2 block; I = DNA FID counter
COC(=O)c1cc(C(=O)OC)n(Cc2ccc(C)cc2)c1C
  A: 104; B: 0; C: 109; D: -2; E: 0.8; F: 8; G: 3; H: 9; I: -23

CC1(C)N=C(N)N=C(N)N1c1ccc(OCCCOc2ccccc2)c(Cl)c1
  A: 165*; B: 5; C: 116; D: 1; E: 1.7; F: -60; G: 46*; H: -1; I: 18

O=C(COC(=O)c1ccc(Cl)nc1)NCc1ccc2c(c1)OCO2
  A: 112; B: -3; C: 104; D: -9; E: 2.2; F: 2; G: 21; H: -10; I: -13

COc1ccc(Cl)cc1NC(=O)c1nc2nc(C)cc(C(F)F)n2n1
  A: 104; B: .; C: 105; D: 14; E: -0.4; F: 7; G: 3; H: 42; I: 0

Cc1nnc(SCc2ccccn2)n(N)c1=O
  A: 96; B: -4; C: 97; D: 2; E: 4.9; F: -15; G: -4; H: -9; I: 0

CCCN1C(=O)/C(=C/c2cc(C)n(C)c2C)SC1=Nc1ccc(OC)cc1
  A: .; B: 0; C: .; D: -4; E: 2.0; F: 4; G: .; H: -2; I: -16

COc1ccc(/C(C)=N/N2CCCCC2)c(O)c1
  A: 109; B: -12; C: 111; D: 28; E: -3.6; F: -8; G: 12; H: -3; I: -10

CCN(CC)CCNS(=O)(=O)c1ccc(C(=O)NN)cc1
  A: 99; B: -1; C: 103; D: 12; E: -3.0; F: -7; G: 2; H: 10; I: -2

CC(C)OC(=O)NCCOC(=O)Nc1ccc(Cl)c(Cl)c1
  A: 101; B: -3; C: 100; D: -2; E: -0.3; F: -15; G: 3; H: -7; I: -8

CCn1c(=O)c2c(nc(SCC(=O)NC3CCCC3)n2C)n(C)c1=O
  A: 101; B: -7; C: 99; D: 12; E: 0.5; F: 4; G: 4; H: 12; I: -2

Looked up one by one from above (2):
Keys: A = MEKK2 WT-MEK5; B = GalR3 antag; C = MEKK3 PB1 HTS; D = SUMO HTRF inh; E = CRFR2-BP ag; F = NS3 helicase inh; G = MEKK2mut PB1 HTS; H = CRFBP-R2 block; I = DNA FID counter
CC(C)OC(=O)NCCOC(=O)Nc1ccc(Cl)c(Cl)c1
  A: 101; B: -3; C: 100; D: -2; E: -0.3; F: -15; G: 3; H: -7; I: -8

CC1(C)N=C(N)N=C(N)N1c1ccc(OCCCOc2ccccc2)c(Cl)c1
  A: 165*; B: 5; C: 116; D: 1; E: 1.7; F: -60; G: 46*; H: -1; I: 18

(next part)
Keys: A = MEKK2 WT-MEK5; B = GalR3 antag; C = MEKK3 PB1 HTS; D = SUMO HTRF inh; E = CRFR2-BP ag; F = NS3 helicase inh; G = MEKK2mut PB1 HTS; H = CRFBP-R2 block; I = DNA FID counter
CCCOC(=O)/C(=C\c1ccc([N+](=O)[O-])o1)NC(=O)c1ccccc1
  A: 97; B: -2; C: 91; D: 17; E: 1.7; F: 38*; G: -2; H: 25; I: -20

Cc1cc(-c2nn(-c3ccccc3F)cc2CNCCc2cnc[nH]2)c(C)s1
  A: 148*; B: -4; C: 112; D: 5; E: 1.3; F: -37; G: 39; H: -4; I: 9

COC(=O)c1ccc(CN(Cc2ccc(C(=O)OC)o2)C(C)(C)C)o1
  A: .; B: -1; C: .; D: -9; E: -2.7; F: -6; G: .; H: 9; I: -7

CC(Sc1nc(-c2ccccc2)cc(C(F)(F)F)n1)C(=O)N1CCC(C(N)=O)CC1 (stereo unspecified)
  A: 83; B: -5; C: 75*[inhibitor]; D: 22; E: -0.6; F: -3; G: -12; H: 3; I: -32

O=C(c1ccc(Br)o1)N1N=C(c2ccc(Cl)cc2)CC1c1ccco1 (stereo unspecified)
  A: 94; B: 1; C: 100; D: 4; E: 2.6; F: 20; G: -2; H: -6; I: -25

O=C1OCC2=C1C(c1ccc(F)cc1)c1cc3c(cc1N2)OCO3 (stereo unspecified)
  A: 103; B: 5; C: 119; D: 8; E: -8.6; F: 6; G: -1; H: -7; I: -3

CCCCC(C(=O)NC1CCCC1)N(C(=O)c1snc(C(N)=O)c1N)c1ccc(OCC)cc1 (stereo unspecified)
  A: 94; B: -8; C: 98; D: -15; E: -1.1; F: -18; G: -7; H: 7; I: -27

C=CCn1c(N/N=C/c2ccc(O)cc2)nc2ccccc2c1=O
  A: 96; B: -1; C: 98; D: -14; E: -0.3; F: 1; G: 4; H: 0; I: -6

CN1/C(=C\C=O)C(C)(C)c2ccccc21
  A: 95; B: -4; C: 93; D: 14; E: -0.5; F: -5; G: -2; H: -7; I: 0

CCC(C)c1ccc(NC(=S)NCc2ccccc2OC)cc1 (stereo unspecified)
  A: 97; B: -10; C: 99; D: 14; E: 0.9; F: -10; G: -3; H: 16; I: -19

O=C(N/N=C/c1ccc(OC(=O)c2cccc(F)c2)cc1)c1cccnc1
  A: 92; B: -8; C: 96; D: 16; E: -0.9; F: 5; G: -6; H: 6; I: -25

Clc1ccc(-c2nc3cc(CN4CCCCC4)ccc3o2)cc1
  A: 112; B: 2; C: 103; D: -2; E: 4.7; F: -6; G: 5; H: -18; I: -4

CCN1CCN(c2cc(C(C)C)nc3c(-c4ccccc4)c(C)nn23)CC1
  A: 73; B: -10; C: 60; D: 25; E: -0.9; F: -57; G: 1; H: -16; I: 27

COc1ccc(OC)c(Nc2nc(-c3sc(N)nc3C)cs2)c1
  A: 114; B: -2; C: 112; D: 0; E: -2.1; F: 4; G: 7; H: 25; I: -3

O=C(/C=C/c1cccc([N+](=O)[O-])c1)N1CCN(c2ccc(F)cc2)CC1
  A: 109; B: -1; C: 133*; D: 2; E: 0.2; F: 6; G: 0; H: -9; I: -7

CSCC(=O)N1CCCC(CO)(CCCc2ccccc2)C1 (stereo unspecified)
  A: 105; B: -9; C: 104; D: -11; E: -1.2; F: 4; G: 5; H: 3; I: -23

COC(=O)Cn1cnc2c(oc3ccccc32)c1=O
  A: 98; B: .; C: 97; D: 16; E: 0.7; F: -1; G: -5; H: 0; I: -1

CN(Cc1ccccc1)c1oc(-c2ccco2)nc1C#N
  A: 105; B: -2; C: 104; D: 13; E: -0.4; F: -1; G: 3; H: 4; I: -13

O=C(N[C@@H](Cc1ccc(O)cc1)C(=O)O)c1ccc(C(F)(F)F)cc1
  A: 101; B: -5; C: 103; D: 6; E: 0.1; F: -4; G: 4; H: 8; I: -2

O=C(Nc1cccc(NC(=O)C2CC3CCCC(C2)C3=O)n1)C1CC2CCCC(C1)C2=O (stereo unspecified)
  A: 102; B: -3; C: 103; D: -12; E: -1.9; F: -2; G: 1; H: 12; I: -28

O=C(Nc1cccc(NC(=O)c2ccc3c(c2)OCO3)c1)c1ccccc1
  A: 109; B: -2; C: 115; D: -10; E: -4.6; F: -2; G: -1; H: 3; I: 1

COc1cc(C(=O)N2CCC(NC(=O)C(Cc3ccccc3)NC(C)=O)CC2)cc(OC)c1OC (stereo unspecified)
  A: 96; B: -8; C: 96; D: 9; E: 5.3; F: 4; G: -7; H: 18; I: -14

Cc1ccc(C)c(CN2CCN(c3ncccn3)CC2)c1
  A: 104; B: -9; C: 100; D: 2; E: -1.1; F: -1; G: 3; H: 1; I: -2

Cn1cnc([N+](=O)[O-])c1Cl
  A: 104; B: -6; C: 103; D: 20; E: 3.0; F: 7; G: 13; H: -10; I: -1

Cc1cc(C)c(S(=O)(=O)Cc2ccccc2)c(OC(C)C)n1
  A: 109; B: -13; C: 106; D: 28; E: 0.1; F: -3; G: 5; H: 4; I: -25

CCC(C)[C@H](NC(=O)Nc1cccc(Br)c1)C(=O)OC (stereo partly specified)
  A: 89; B: 3; C: 91; D: -4; E: 0.9; F: -3; G: -3; H: 1; I: -4

CC(C)NC(=O)CSc1nnc(-c2ccc(C(C)(C)C)cc2)n1C
  A: 106; B: -7; C: 107; D: 0; E: 0.5; F: -3; G: 6; H: -13; I: -15

COc1cc(/C=N/NC(=O)c2cccs2)ccc1OCc1ccccc1
  A: 89; B: -2; C: 89; D: 23; E: -0.8; F: -5; G: -10; H: -30; I: -6

COc1cccc(-c2nc(CS(=O)(=O)CC(=O)NC3CCCC3)c(C)o2)c1
  A: 103; B: -6; C: 102; D: 20; E: 0.4; F: 1; G: 1; H: 10; I: -43

CCn1c(SCc2ccc(Cl)cc2Cl)nc2nc3c(cc2c1=O)CCCC3
  A: 107; B: -4; C: 107; D: -2; E: -0.6; F: 4; G: 3; H: -5; I: -1

CC1Cc2nc(SCC(=O)Nc3ccc4c(c3)OCCO4)n(C)c(=O)c2S1 (stereo unspecified)
  A: 101; B: -9; C: 104; D: 4; E: -2.5; F: -4; G: 4; H: 43; I: -9

O=C1CCCCN1CCCC(=O)N1CCCC(Nc2ccc(F)c(F)c2)C1 (stereo unspecified)
  A: 104; B: 3; C: 97; D: 1; E: -3.3; F: 6; G: 2; H: 1; I: -15

Cc1ccc(NC(=S)c2ccccc2)cc1
  A: 100; B: -5; C: 98; D: 8; E: -0.4; F: -2; G: 0; H: 5; I: 1

CC(C)(O)C#Cc1ccc(CN2CCCC(CNC(=O)c3ccco3)C2)cc1 (stereo unspecified)
  A: 109; B: 4; C: 103; D: -4; E: 0.3; F: -11; G: 4; H: 15; I: 0

O=C(CSc1ccc(F)cc1)NCCc1ccc(Cl)cc1
  A: 95; B: -3; C: 100; D: 10; E: 0.3; F: -2; G: -1; H: -11; I: -18

Cc1coc2cc3oc(=O)c(CC(=O)N(C)CC(=O)O)c(C)c3cc12
  A: 102; B: -10; C: 101; D: 12; E: -0.8; F: -1; G: 3; H: -1; I: -4

COc1ccc(-c2ccnc(SCC(=O)Nc3ccccn3)n2)cc1
  A: 112; B: -3; C: 114; D: 6; E: -1.3; F: -3; G: 11; H: -7; I: -13

CCC(C)(C)NC(=O)CN(C(=O)c1snc(C(N)=O)c1N)c1ccc2c(c1)OCCO2
  A: 102; B: -4; C: 104; D: 2; E: -1.9; F: -5; G: 8; H: -7; I: -8

Six entries from above in a different format.
mol,MEKK2 WT-MEK5,GalR3 antag,MEKK3 PB1 HTS,SUMO HTRF inh,CRFR2-BP ag,NS3 helicase inh,MEKK2mut PB1 HTS,CRFBP-R2 block,DNA FID counter
O=C1CCCCN1CCCC(=O)N1CCCC(Nc2ccc(F)c(F)c2)C1 (stereo unspecified),104,3,97,1,-3.3,6,2,1,-15
Cc1ccc(NC(=S)c2ccccc2)cc1,100,-5,98,8,-0.4,-2,0,5,1
CC(C)(O)C#Cc1ccc(CN2CCCC(CNC(=O)c3ccco3)C2)cc1 (stereo unspecified),109,4,103,-4,0.3,-11,4,15,0
O=C(CSc1ccc(F)cc1)NCCc1ccc(Cl)cc1,95,-3,100,10,0.3,-2,-1,-11,-18
Cc1coc2cc3oc(=O)c(CC(=O)N(C)CC(=O)O)c(C)c3cc12,102,-10,101,12,-0.8,-1,3,-1,-4
COc1ccc(-c2ccnc(SCC(=O)Nc3ccccn3)n2)cc1,112,-3,114,6,-1.3,-3,11,-7,-13

Bioassay records: PubChem, several laboratories
